# High-throughput results from PubChem BioAssay.
# D1 antag – Antagonist of Human D 1 Dopamine Receptor: qHTS; D(1A) dopamine receptor (Homo sapiens), P21728; HEK293 TREx D1 cells, calcium flux, dopamine EC80; active compounds read low; activity change, negative = inhibition, % at 10 µM; 360,000 tested, 3.2% active; AID 504652, 2011; in the data active means activity change below about -30%; further: on the % scale 0 is the no-effect control and ±100 the full control effect
#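 Inducible Hek293 Trex D1 cells (tetracycline, overnight, 30 C). Calcium dye 30–90 min RT. Antagonist mode: EC80 dopamine added after 180 s compound read.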
# D2 antagonist – HTS Assay for Allosteric Antagonists of the Human D2 Dopamine Receptor: Primary Screen for Antagonists | inhibition, % at 10 µM | 340,000 tested, 2% active | D(2) dopamine receptor (Homo sapiens), P14416 | HEK293 TREx D2 cells, calcium flux, dopamine EC80; in the data active means inhibition above about 30%; further: 0% is about no effect
#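 In this primary screen, negative modulation is detected by tracking calcium flux after an EC80 dopamine challenge in inducible HEK293 T-REx D2 cells preexposed to test compound for 180 s.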
# D2 PAM – HTS Assay for Positive Allosteric Modulators of the Human D2 Dopamine Receptor: Primary Screen for Potentiators. HEK293 T-REx D2, calcium flux, EC20 dopamine potentiation. potentiation, % at 10 µM. D(2) dopamine receptor (Homo sapiens), P14416. 340,000 tested, 0.34% active;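 active means potentiation over 3 SD above the plate norm, cut at about 30% in these data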; further: 0% is about no effect
#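 Using a no-wash calcium dye in inducible, force-coupled HEK293 Trex cells expressing D2, we tracked fluorescence each second for 180 s after compound, then for 180 s after EC20 dopamine to detect augmented signalling.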
# RXFP1 antagonist – qHTS Assay for Antagonists of the Relaxin Receptor RXFP1. 350,000 tested, 0.59% active. AID 1259400, 2018. HEK293-RXFP1, relaxin-stimulated cAMP HTRF, 30 min; active compounds read low. activity change, negative = inhibition, % at 57.5 µM. Relaxin receptor 1 (Homo sapiens), Q9HBX9;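 active means activity change of -60% or lower, but not beyond a set lower limit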; further: on the % scale 0 is the no-effect control and ±100 the full control effect
# Target sequence (Q9HBX9 whole entry, looked up): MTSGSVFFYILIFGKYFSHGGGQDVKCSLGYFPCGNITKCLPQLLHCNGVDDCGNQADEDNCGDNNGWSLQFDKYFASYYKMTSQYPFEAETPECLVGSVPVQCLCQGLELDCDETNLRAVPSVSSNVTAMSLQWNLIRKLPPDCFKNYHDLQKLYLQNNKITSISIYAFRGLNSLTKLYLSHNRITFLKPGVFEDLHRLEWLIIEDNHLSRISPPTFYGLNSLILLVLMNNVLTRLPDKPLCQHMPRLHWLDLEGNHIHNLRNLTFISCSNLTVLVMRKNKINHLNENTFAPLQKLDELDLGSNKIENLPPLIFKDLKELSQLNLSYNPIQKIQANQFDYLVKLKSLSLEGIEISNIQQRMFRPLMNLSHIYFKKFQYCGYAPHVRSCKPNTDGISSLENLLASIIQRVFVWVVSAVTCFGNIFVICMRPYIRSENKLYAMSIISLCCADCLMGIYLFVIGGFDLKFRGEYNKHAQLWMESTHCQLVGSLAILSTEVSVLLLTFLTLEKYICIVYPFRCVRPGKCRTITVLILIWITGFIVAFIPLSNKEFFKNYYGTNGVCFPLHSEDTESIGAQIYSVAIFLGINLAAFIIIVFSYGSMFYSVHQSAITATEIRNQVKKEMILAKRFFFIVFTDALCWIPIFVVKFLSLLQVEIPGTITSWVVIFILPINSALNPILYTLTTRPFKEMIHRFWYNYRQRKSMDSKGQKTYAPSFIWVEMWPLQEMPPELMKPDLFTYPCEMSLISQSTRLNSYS
# TRHR agonist – qHTS for Small Molecule Agonists and Allosteric Enhancers of Human TRH Receptor: Primary Screen for Agonists | activation, % at 2 µM | 360,000 tested, 0.18% active | AID 493084, 2011 | Thyrotropin-releasing hormone receptor (Homo sapiens), P34981 | TRHR cells, calcium flux fluo-8, FDSS agonist mode; further: 0% is about no effect
#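 Fluo-8-loaded TRHR cells; 10 s baseline, compound added, kinetic Ca2+ fluorescence read 1/s, agonist mode.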
# D1 ag – Allosteric Agonists of the Human D1 Dopamine Receptor: qHTS; D(1A) dopamine receptor (Homo sapiens), P21728; HEK293 T-REx D1 cells, calcium flux, agonist mode; activation, % at 2 µM; 360,000 tested, 1% active; further: 0% is about no effect
#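 Agonism was scored from calcium flux recorded over 180 s (1 read/s) after pintool compound addition, following a 10-cycle baseline. Cells were inducible force-coupled HEK293 TREx D1, plated overnight at 30 C and loaded with no-wash calcium dye.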
# TRHR enhancer – qHTS for Small Molecule Agonists and Allosteric Enhancers of Human TRH Receptor: Primary Screen for Enhancers. 360,000 tested, 0.66% active. enhancement, % at 2 µM. TRHR cells, fluo-8 calcium fluorescence, EC20 TRH enhancement; in the data active means enhancement above about 30%; further: 0% is about no effect
#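 TRHR-expressing cells loaded with fluo-8 calcium dye were read kinetically (ex 480/em 530) during compound addition, then stimulated with an EC20 of TRH (10 nM final). Enhancement of the Gq-mediated intracellular calcium response was scored.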
# D2 ag – HTS Assay for Allosteric Agonists of the Human D2 Dopamine Receptor: Primary Screen for Agonists; HEK293 T-REx D2 cells, calcium flux agonist mode; D(2) dopamine receptor (Homo sapiens), P14416; activation, % at 2 µM; AID 485358, 2010; 340,000 tested, 0.53% active;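 active means activation over 3 SD above normal in the single-dose calcium agonist read, cut at about 30% in these data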; further: 0% is about no effect
#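 Agonism scored from kinetic calcium signal (1 read/sec, 180 s) following compound pin transfer, after a 10 s baseline. Cells: HEK293 Trex line expressing inducible D2 receptor coupled to calcium, dye-loaded after overnight culture at 30 C.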
# D1 potentiator – Potentiators of Human D1 Dopamine Receptor: qHTS | AID 504651, 2011 | D(1A) dopamine receptor (Homo sapiens), P21728 | HEK293 TREx D1 cells, calcium flux, dopamine EC20 potentiation | 360,000 tested, 0.036% active | potentiation, % at 10 µM; in the data active means potentiation above about 30%; further: 0% is about no effect
# * marks the source's active call; other numbers are inactive results; / = no result given; & = joins results of further samples. Unless noted, no stated cut-off is given here; in the data, active means activation above about 30%; inactive means the rest.
# Sample of the layout:
molecule,D1 antag,D2 antagonist,D2 PAM,RXFP1 antagonist,TRHR agonist,D1 ag,TRHR enhancer,D2 ag,D1 potentiator
CCCCCn1c(NC(=O)c2ccco2)c(S(=O)(=O)c2ccc(C)cc2)c2nc3ccccc3nc21,16,-5,-6,0,-0.1,11,-1,0.1,-5
CC(NC(=O)OCc1ccccc1)C(=O)NCC1CCCO1 (configuration not stated),3,19,0,-1,1.3,1,8,0.1,-3

# The listing, repeating the preview:
molecule,D1 antag,D2 antagonist,D2 PAM,RXFP1 antagonist,TRHR agonist,D1 ag,TRHR enhancer,D2 ag,D1 potentiator
CCCCCn1c(NC(=O)c2ccco2)c(S(=O)(=O)c2ccc(C)cc2)c2nc3ccccc3nc21,16,-5,-6,0,-0.1,11,-1,0.1,-5
CC(NC(=O)OCc1ccccc1)C(=O)NCC1CCCO1 (configuration not stated),3,19,0,-1,1.3,1,8,0.1,-3
Cn1c(SCC(=O)NC2CC2)nnc1-c1ccco1,-17,8,-10,0,0.2,2,-6,0.5,-4
COc1cccc(C(=O)N(Cc2ccc(C)o2)C2CCS(=O)(=O)C2)c1 (configuration not stated),-4,/,13,4,-0.1,-2,1,1.1,0
COc1ccc(-n2c(=O)c3sc4ccccc4c3n(Cc3ccccc3C)c2=O)cc1OC,-13,/,1,/,-0.4,0,0,0.5,-4
O=C(/C=C/c1ccccc1[N+](=O)[O-])c1ccc(F)cc1,3,-2,-4,-31,-0.7,3,-3,0.2,11
COC(c1ccccc1)c1nc2ccccc2[nH]c1=O (configuration not stated),-1,4,0,-2,0.6,3,-10,0.9,-9
CCOC(=O)c1cc(NC(=O)N2CCCc3ccccc32)c(C)nc1C,-1,/,/,9,-0.5,5,7,/,-4
Cc1ccc(C)c(NC(=O)Cn2nc(C)c3nn(-c4ccc(Cl)cc4)c(C)c3c2=O)c1,-6,/,-6,-2,-0.3,1,3,-0.5,-3
CCC(C)(C)c1ccc(OCCN2C(=O)NC(C)(C)C2=O)cc1,13,/,/,-12,-0.1,3,0,/,-3

# New compounds follow
molecule,D1 antag,D2 antagonist,D2 PAM,RXFP1 antagonist,TRHR agonist,D1 ag,TRHR enhancer,D2 ag,D1 potentiator
O=C1/C(=C/c2cccs2)COc2ccccc21,8,3,-2,-19,-1.4,2,3,-1.0,3
Cc1ccc2c(c1)NC(=O)C(CC(=O)NC1CCCCC1C)O2 (configuration not stated),6,-6,3,-2,0.3,1,2,1.1,0
CCOC(=O)N1CCN(C(=O)CSc2nnc(-c3ccccc3OC)o2)CC1,-5,1,-2,-3,-0.2,3,1,0.6,-11
CCOc1cccc(CN2CCC(N3CCC(C(=O)NCC4CCCO4)CC3)CC2)c1 (configuration not stated),5,15,-4,2,0.2,3,4,-0.3,-1
CN1C(=O)C2(OCCCO2)c2cc(Cl)ccc21,-4,14,13,6,0.0,10,11,-0.4,-2
O=C(Nc1nnc(S(=O)(=O)N2CCOCC2)s1)c1ccc(Cl)cc1,3,-13,-2,-5,0.5,10,10,-0.5,0
COc1ccc(CCNC(=O)C(=O)NCC2CCCN2S(=O)(=O)c2ccc(OC)cc2)cc1 (configuration not stated),0,-23,-10,-5,-0.5,1,2,-0.1,-1
CN(Cc1ccccc1)C(=O)CSc1c2c(nc3ccc(Cl)cc13)CCCC2,-9,/,-5,-22,2.8,24,-12,2.1,-1
O=C(COC(=O)c1nc(Cl)ccc1Cl)c1ccc[nH]1,5,-6,3,-3,0.0,1,-6,-0.1,-1
Cc1cc(C)c(C2=CC(=O)C[C@H](c3ccc4c(c3)OCO4)C2)c(C)c1,/,-6,11,/,0.4,0,1,0.1,-1

# (list continues)
molecule,D1 antag,D2 antagonist,D2 PAM,RXFP1 antagonist,TRHR agonist,D1 ag,TRHR enhancer,D2 ag,D1 potentiator
CCOCCCn1c(=N)c(C(=O)NC2CCCC2)cc2c(=O)n3cc(C)ccc3nc21,3,/,4,/,-0.6,0,-2,0.5,0
CC1(C)CC(=O)C=C(NNC(=O)c2ccccc2O)C1,1,2,-1,11,9.5,5,3,1.5,-10
Cc1cc(-c2csc(NC(=O)c3cc4ccccc4o3)n2)c(C)n1C,8,-1,4,32,0.5,-2,-2,-0.3,1
COc1ccc(C(=O)CSc2n[nH]c(N)n2)cc1,-1,29,15,1,0.0,-2,6,-0.4,4
Cc1cn(S(=O)(=O)c2ccc(F)c(Cl)c2)cn1,6,/,-2,/,0.1,1,2,0.4,-2
COC(=O)C1=C(CSc2nc3c(cc2C#N)CN(C)CC3)OC(N)=C(C#N)C1c1ccc(F)cc1 (configuration not stated),-2,-22,-1,2,2.9,5,4,0.3,9
COc1ccc(C)cc1NC(=O)Nn1cnnc1,8,6,-3,-6,0.3,4,-2,1.2,-3
O=c1c(Cl)c(N2CCN(c3ccc(F)cc3)CC2)cnn1C12CC3CC(CC(C3)C1)C2,7,-4,1,-6,-0.8,0,6,-0.5,2
COc1ccc(CC(=O)NC(C)(C)C)cc1S(=O)(=O)N1CCOCC1,23,-1,-2,-15,0.0,2,0,0.6,-6
COc1cc(C2N(Cc3ccccc3)CCN2Cc2ccccc2)ccc1OC(C)=O,14,27,-14,2,0.2,3,-5,9.5,2

# New compounds follow
molecule,D1 antag,D2 antagonist,D2 PAM,RXFP1 antagonist,TRHR agonist,D1 ag,TRHR enhancer,D2 ag,D1 potentiator
CCOC(=O)C1=C(O)/C(=C/c2cc(OC)c(OC)c(OC)c2)SC1=Nc1ccc(OC)cc1,-9,-13,-4,-11,-0.7,0,-3,-0.8,-1
COc1ccc(C(C(=O)NCc2ccccc2)N(C(=O)c2snc(C(N)=O)c2N)C2CCCC2)cc1O (configuration not stated),2,17,12,-7,-0.1,3,2,-0.6,-1
CCOc1cc(C(=O)CSc2nnc(CNc3ccc(Cl)cc3)o2)ccc1NC(=O)CC,-28,-9,11,-15,-0.2,4,-1,-2.2,-6
CCN(CC(=O)Nc1ccc(S(=O)(=O)N2CCCCC2)cc1)Cc1ccccc1,-29,23,-10,-7,0.7,3,3,-1.2,-3
O=C(CSC(=S)N1CCCC1)c1ccccc1,2,2,-3,13,0.2,2,4,-0.1,-1
CN1C(=O)C2C(c3ccc(N(C)C)cc3)NN(Cc3ccccc3)C2C1=O (configuration not stated),/,14,-6,-16,0.3,-1,8,-0.7,-4
COc1cccc(N2CC(O)=C(c3ccccc3)C2=N)c1,-17,12,4,0,-0.2,1,4,-0.4,-6
CCOc1ccccc1NC(=O)C1CCCN(c2c(CC)c(C)nc3ncnn23)C1 (configuration not stated),-16,14,12,8,-0.9,-1,-3,-0.1,-4
CCOC(=O)C1CCN(S(=O)(=O)c2ccc(NC(=O)OC)cc2)CC1,-10,/,/,0,0.3,5,7,/,-2
O=C(O/N=C1\CCS(=O)(=O)c2sccc21)c1ccc(F)cc1,-13,10,-1,1,-0.5,-1,-3,-0.7,3

# Next section:
molecule,D1 antag,D2 antagonist,D2 PAM,RXFP1 antagonist,TRHR agonist,D1 ag,TRHR enhancer,D2 ag,D1 potentiator
Cc1ccc(C(C)NC(=S)NCc2ccc(F)cc2)cc1C (configuration not stated),-31*,0,11,-4,0.5,8,-5,0.4,-6
Cc1cc(C)cc(OCC(=O)NNC(=O)c2ccoc2C)c1,-7,/,/,-20,0.0,1,7,/,-1
COc1ccccc1-c1nc(C(=O)NCC2CCCO2)cc2c1[nH]c1ccccc12 (configuration not stated),-10,-1,-13,11,0.8,1,-2,-0.9,0
Cc1onc(-c2c(F)cccc2Cl)c1C(=O)ONC(=O)c1ccccc1,4,18,-5,-20,1.2,1,0,-0.9,-4
CSC(=O)NC12CC3CC(CC(C)(C3)C1)C2,10,-20,1,-12,0.1,3,9,-0.5,13
CCOCCCN(C)C1CCN(C(=O)c2oc3ccccc3c2NC(=O)COc2cccc(C)c2)CC1,-2,-15,-17,-12,0.1,9,-4,0.8,-6
O=C(O/N=C\c1ccc(N2CCCCC2)c([N+](=O)[O-])c1)c1cccc(C(F)(F)F)c1,-2,2,-3,-10,-0.2,2,21,-0.2,2
CCCCc1ccc(NS(=O)(=O)c2cccc(C(=O)N3CCCN(C)CC3)c2)cc1,-4,17,-9,-12,0.0,3,-1,1.8,/
CN1C(=O)C(C)(C)c2cc(S(=O)(=O)NCC3CCC(C(=O)NCc4ccc(F)cc4)CC3)ccc21 (configuration not stated),-7,-16,9,12,0.1,2,11,0.7,1
Cc1nc(SCC#N)c2c3c(sc2n1)CCC3,2,7,7,-1,-0.3,3,0,-0.4,5

# Continued.
molecule,D1 antag,D2 antagonist,D2 PAM,RXFP1 antagonist,TRHR agonist,D1 ag,TRHR enhancer,D2 ag,D1 potentiator
Cc1cccc(/C=C2/Sc3ccc(C(=O)NCCCN4CCOCC4)cc3NC2=O)c1,1,10,19,/,2.8,14,-8,-1.0,-9
CC12CCC(C(=O)O)(C/C1=N\O)C2(C)C (configuration not stated),11&26,-22&-5,9&11,11&3,-0.2&0.8,2&2,0&-4,0.2&1.0,-4&-7
CC(C)N(CC(N)=O)C(=O)Cc1coc2cc3c(cc12)CCC3,0,5,-7,5,-0.6,2,0,-0.9,-3
Cc1csc(SCC(=O)NCc2ccccc2Cl)n1,2,-3,1,-4,0.3,2,-3,-0.3,-8
Cc1ccc(C(=O)NC(=S)NCC2CCCO2)cc1 (configuration not stated),-7,-6,-6,-7,-0.3,0,-6,-0.7,-5
COc1ccc(CNC(=O)COC(=O)c2cc3ccccc3o2)cc1,-3,17,-12,-2,0.5,4,12,-0.2,-3
O=C(OCC(=O)N1CCN(S(=O)(=O)c2ccc(Cl)cc2)CC1)c1cccc(OC(F)F)c1,-29,3,4,-8,0.3,2,-7,1.2,-6
Cc1nn(C)c(C(=O)N/N=C/c2ccccc2)c1[N+](=O)[O-],-11,-5,11,11,0.0,3,-2,0.3,-8
Nc1ccccc1SCc1cc([N+](=O)[O-])cc2c1OCOC2,-25,14,-2,-3,-0.2,1,3,0.3,-2
CCCCn1c(SCC(=O)NC2CC2)nnc1-c1ccncc1,-16,-21,3,5,-0.2,3,3,-0.8,/

# The list goes on:
molecule,D1 antag,D2 antagonist,D2 PAM,RXFP1 antagonist,TRHR agonist,D1 ag,TRHR enhancer,D2 ag,D1 potentiator
Cc1ccc(-n2ncc3c(NCCCn4ccnc4)ncnc32)cc1,-13,/,/,-14,-0.3,-3,31*,0.3,-1
CCOc1ccccc1NC(=O)CN(CCc1ccccc1)S(=O)(=O)c1ccc(C)cc1,-16,/,-16,-10,-1.2,27,-2,0.3,1
COC(=O)CN1C(=O)C(O)(CC(=O)c2cccc(Br)c2)c2ccccc21 (configuration not stated),-14,-17,18,/,-0.4,8,-4,0.2,-6
Cc1nc2ccccc2c2c1C(=O)N(c1ccc(C(=O)O)cc1)C2=O,-5,5,-3,-17,-0.1,5,-1,1.0,1
